Assay outcomes as filed in PubChem.
DRD3 agonist: qHTS of D3 Dopamine Receptor Agonist: qHTS; actives 0.58% (n = 410,000); max activation, %; D3R DiscoveRx beta-arrestin cells, luminescence, 90 min; D(3) dopamine receptor (Homo sapiens), P35462; in the data active = max activation above about 30%; also: 0% is about no effect; mostly tested at two doses, the higher about 12 µM
Target sequence (P35462 whole entry, looked up): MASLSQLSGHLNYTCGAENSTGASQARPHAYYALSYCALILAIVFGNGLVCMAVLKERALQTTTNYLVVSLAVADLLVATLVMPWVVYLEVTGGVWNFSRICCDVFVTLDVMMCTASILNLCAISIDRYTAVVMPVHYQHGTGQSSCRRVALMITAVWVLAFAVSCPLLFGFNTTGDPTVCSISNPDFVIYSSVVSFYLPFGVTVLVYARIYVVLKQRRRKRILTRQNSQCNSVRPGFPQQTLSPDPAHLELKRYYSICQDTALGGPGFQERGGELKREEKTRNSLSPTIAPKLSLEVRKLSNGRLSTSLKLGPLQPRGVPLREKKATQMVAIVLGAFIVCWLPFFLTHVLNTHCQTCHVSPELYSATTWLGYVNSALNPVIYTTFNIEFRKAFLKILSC
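Cells at 1500/well, incubated overnight, then treated with pinned compounds (dopamine as control) for 90 min at 37 degrees C. DiscoveRx reagent added for 30 - 60 minutes at room temperature; luminescence read.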
GLP-1R agonist: qHTS of GLP-1 Receptor Agonists; Glucagon-like peptide 1 receptor (Homo sapiens), P43220; HEK293 GLP-1R CRE-luciferase, luminescence, 4-6 h; cells express a hypersensitive GLP-1R form; Potency, µM (doses to about 45.6 µM), for inactives: top-dose activation, usual class: activators; actives 0.007% (n = 380,000); AID 624172, 2012; also: potency is read from the fitted curve at half-maximal effect; % of control where 0% means no effect
DRD3 antagonist: qHTS of D3 Dopamine Receptor Antagonist: qHTS; AID 652054, 2013; actives 2.5% (n = 360,000); max response, negative = inhibition, %; D3R cells, DiscoveRx beta-arrestin luminescence, antagonist mode; active compounds read low; in the data active = max response below about -50%; inconclusive = no clear call, values can overlap the other calls; also: % is scaled to controls: 0 for no effect and ±100 for the full control effect; mostly tested at two doses, the higher about 12 µM
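Cells plated overnight at 1500 cells/well, then exposed to library compounds with dopamine controls for 90 minutes at 37 degrees C. DiscoveRx reagent added for 30–60 minutes at room temperature; luminescence read, quantitative HTS format.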
TDP-43 yeast inh: qHTS of TDP-43 Inhibitors; actives 1.8% (n = 410,000); Potency, µM (top dose mostly 46.1 µM), inactives show at the highest dose growth rescue (activation), usual class: activators; AID 652104, 2013; TDP-43 expressing yeast growth rescue, BacTiter-Glo, 24 h; also: potency is read from the fitted curve at half-maximal effect; % of control where 0% means no effect; nearly all actives have a fitted effect of over 50% in size
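Yeast cells expressing TDP-43 under galactose induction are exposed to compounds for 24 hr at 30 deg C. BacTiter-Glo luminescence measures growth, so protective compounds score as activators.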
aSyn rescue: qHTS of alpha-syn Inhibitors | Potency, µM (top dose mostly 46.1 µM), for the others: at the highest dose growth rescue (activation), hits mostly activators | Yeast expressing alpha-synuclein, growth rescue, BacTiter-Glo, 24 h | AID 652106, 2013 | actives 0.14% (n = 370,000); also: potency is read from the fitted curve at half-maximal effect; % of control where 0% means no effect; nearly all actives have a fitted effect of over 65% in size
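Readout is rescue of growth in alpha-synuclein-expressing yeast, so inhibitors of toxicity appear as activators. Growth after 24 hr at 30 deg C in galactose medium is quantified by luminescence.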
GLP1R cytotox: qHTS of GLP-1 Receptor Inverse Agonists: Cytotox Screen; HEK293 cAMP-luciferase reporter cells, luminescence, 24 h; Potency, µM (doses to about 38.3 µM), for inactives: at the top dose activity change, negative = inhibition, usual class: inhibitors; actives 0.13% (n = 410,000); AID 624418, 2012;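 also: loss of luciferase light is scored as toxicity; potency is read from the fitted curve at half-maximal effect; % is scaled to controls: 0 for no effect and ±100 for the full control effect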
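A 23 nL compound transfer followed 12 hours of cell culture at 37 deg C; exposure then lasted 24 hr. Luciferase assay detection reagent was dispensed and plates read for luminescence after a 12 min room-temperature wait.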
GLP-1R inv ag: qHTS of GLP-1 Receptor Inverse Agonists (Inhibition Mode); AID 624417, 2012; actives 1.6% (n = 410,000); Potency, µM (titrated, usually from 38.3 µM), without a hit: at the top dose activity change, negative = inhibition, most hits filed as inhibitors; HEK293 GLP-1R CRE-luciferase, luminescence, 24 h; GLP-1R form is constitutively active; also: potency is read from the fitted curve at half-maximal effect; % is scaled to controls: 0 for no effect and ±100 for the full control effect; nearly all actives have a fitted effect of over 55% in size
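Assay principle: reduced luminescence from a cAMP-responsive reporter in HEK293 cells co-expressing a constitutively active GLP-1R. Conditions: 24 hr compound incubation, 37 deg C, 5% CO2.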
PTHR1 agonist: qHTS for PTHR1 Agonists: Primary Screen | HEK293 GP2 PTHR1 cells, GloSensor cAMP luminescence, 1 h | AID 743266, 2014 | Parathyroid hormone/parathyroid hormone-related peptide receptor (Homo sapiens), Q03431 | Potency, µM (top dose mostly 115 µM), inactives show top-dose activation, actives largely listed as activators | actives 0.075% (n = 410,000); also: potency is read from the fitted curve at half-maximal effect; nearly all actives have a fitted effect of over 55% in size; some results filed as inactive show a strong effect at the top dose; inactives centre near -15; many of its hits are not listed in these tables
Target sequence (Q03431 whole entry, looked up): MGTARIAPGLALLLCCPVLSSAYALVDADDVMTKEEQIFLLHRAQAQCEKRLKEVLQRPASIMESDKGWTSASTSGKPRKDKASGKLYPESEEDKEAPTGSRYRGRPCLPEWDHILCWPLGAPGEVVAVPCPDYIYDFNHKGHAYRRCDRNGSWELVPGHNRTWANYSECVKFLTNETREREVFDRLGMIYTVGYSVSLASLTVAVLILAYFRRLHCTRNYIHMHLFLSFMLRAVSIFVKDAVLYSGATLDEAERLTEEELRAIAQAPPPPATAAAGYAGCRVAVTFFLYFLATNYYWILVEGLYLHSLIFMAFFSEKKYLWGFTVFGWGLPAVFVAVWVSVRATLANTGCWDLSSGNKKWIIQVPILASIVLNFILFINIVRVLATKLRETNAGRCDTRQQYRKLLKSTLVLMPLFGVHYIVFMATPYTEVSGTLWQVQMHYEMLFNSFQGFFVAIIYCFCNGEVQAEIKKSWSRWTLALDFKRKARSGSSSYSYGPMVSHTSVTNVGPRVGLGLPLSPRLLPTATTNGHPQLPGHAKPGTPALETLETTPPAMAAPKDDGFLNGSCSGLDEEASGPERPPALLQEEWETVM
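HEK-293-derived GP2 cells expressing PTHR1 and a GloSensor cAMP reporter, 3,000/well, plated overnight, given luciferin plus IBMX (each 0.5 mM as added) for 1 h at 37 °C, then compound for 1 h at 37 °C. Luminescence was read after 15 min at room temperature.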
KB-V1 MDR tox: qHTS assay for MDR1-selective chemotherapeutics: Primary screen using the drug-selected MDR subline cells KB-V1 | Potency, µM (series often up to 46.1 µM), without a hit: at the top dose activity change, negative = cytotoxicity, most hits filed as cytotoxic | AID 1347076, 2019 | actives 3.4% (n = 400,000) | KB-V1 MDR cells viability, CellTiter-Glo, 72 h; also: potency is read from the fitted curve at half-maximal effect; % is scaled to controls: 0 for no effect and ±100 for the full control effect; nearly all actives have a fitted effect of over 60% in size
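Readout: CellTiter-Glo luminescence, 10 min after addition. Cells: KB-V1 MDR subline, 72 h at 37 degrees C with compound. Analysis: corrected, normalized data fitted to concentration-effect curves.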
* hit, by the source's call; i = inactive; ? = inconclusive; · = no result given; [ ] = another dose, or the depositor's remark. Unless noted, calls follow the shape of the dose curve; as a rule, active = well fitted curve in the direction sought with a large enough effect; inconclusive = small, poorly fitted or top-dose-only effect, or another doubt; inactive = no such curve, though single readings can be large; an effect the other way counts as inactive or inconclusive. These rows are one share of the data. The share of hits here may be higher or lower than overall.

nr	Molecule	DRD3 agonist	GLP-1R agonist	DRD3 antagonist	TDP-43 yeast inh	aSyn rescue
1	O=C(NNC1CC(=O)N(c2ccc(Cl)cc2)C1=O)c1ccccc1Cl (stereo not given)	5	0%	2	-13%	-9%
2	CC(=O)OC1COC(N2CCc3ccccc32)C(OC(C)=O)C1OC(C)=O (stereo not given)	0	2%	?	-13%	-6%
3	C=CC(=O)N(CCC)C(c1ccccc1)c1ccccc1OC (stereo not given)	-10	-3%	-13	-3%	-9%
4	CC(=O)Oc1ccc2nc(/C=C/c3ccccc3)oc(=O)c2c1	0	-6%	-15	3.5µM*	0%
5	COC(=O)C1=CO[C@@H](O)C2C(CO)=CCC12 (stereo not given in full)	13	0%	2	12%	-2%
6	CCn1c(SCC(=O)Nc2cc(C)on2)nnc1-c1c[nH]c2ccccc12	-3	2%	-3	3%	-3%
7	COc1ccc(CNC(=O)c2cc(C3CC3)nc3c2cnn3C(C)C)cc1OC	-8	11%	12	12%	-1%
8	O=C1NN(c2ccc(F)cc2)C(=O)/C1=C/c1cccs1	-6	1%	-63*	-4%	1%
9	Cn1c(/C=N/NC(=O)c2ccccc2)nc2ccccc21	1	6%	9	-4%	6%
10	O=C1OCCN1c1ccccc1	2	5%	-3	2%	5%
11	O=c1c([N+](=O)[O-])cc(C(F)(F)F)cn1Cc1cccc(Cl)c1	5	-6%	20	24%	13%
12	CCOCCCn1c(SCC(=O)NCc2ccccc2)nc2c(sc3ccccc32)c1=O	-14	-2%	·	0%	·
13	O=C(CCC(=O)OCC(F)(F)C(F)F)Nc1ccccc1F	-3	4%	8	13%	3%
14	CC(=O)NCCc1nc2ccccc2n1CCc1ccccc1	2	3%	-13	-17%[0.397 µM]	1%
15	Cc1ccc(C=C2C=C(c3ccccc3)OC2=O)cc1	6	2%	0	11%	10%

nr	GLP1R cytotox	GLP-1R inv ag	PTHR1 agonist	KB-V1 MDR tox
1	2%[7.66 µM]	7%[7.66 µM]	i	-5%
2	-4%	5%	i	?
3	3%	?	-13%	-28%
4	1%	2%	-36%[inhibitor]	0%
5	-11%	2%	i	-5%
6	2%	-7%	-25%	4%
7	2%	16%	-21%	-4%
8	7%	?	-3%	-1%
9	-24%	10%	0%[57.5 µM]	?
10	4%	14%	i	0%
11	5%	0%	-16%[57.5 µM]	18µM*
12	-6%	4%	-1%	0%
13	-2%	11%	i	10%
14	5%	?	-23%	2%
15	-5%	-11%	i	20%

Part of the list above with just KB-V1 MDR tox, GLP1R cytotox and DRD3 agonist:
entry	SMILES	KB-V1 MDR tox	GLP1R cytotox	DRD3 agonist
14	CC(=O)NCCc1nc2ccccc2n1CCc1ccccc1	2%	5%	2
9	Cn1c(/C=N/NC(=O)c2ccccc2)nc2ccccc21	?	-24%	1
11	O=c1c([N+](=O)[O-])cc(C(F)(F)F)cn1Cc1cccc(Cl)c1	18µM*	5%	5
8	O=C1NN(c2ccc(F)cc2)C(=O)/C1=C/c1cccs1	-1%	7%	-6
15	Cc1ccc(C=C2C=C(c3ccccc3)OC2=O)cc1	20%	-5%	6

Following part:
nr	Molecule	DRD3 agonist	GLP-1R agonist	DRD3 antagonist	TDP-43 yeast inh	aSyn rescue
16	CC1CCN(C(=S)Nc2ccc(SC(F)F)cc2)CC1	-21	2%	-10	13%	0%
17	O=C(NCCN1CCCCC1)Nc1ccc(Cl)cc1	-19	0%	-26	-5%	-4%
18	CCOC(=O)c1cc(-c2ccc(OC)cc2)n(CCC(=O)Nc2ccccc2OC)c1C	-17	·	·	-14%	·
19	CN(C)Cc1ccccc1C1(O)c2ccccc2CSc2ccccc21 (stereo not given)	-6	-32%[inhibitor]	-12	-12%	-10%
20	CCOc1cccc(C(=O)N/N=C/c2coc3ccccc3c2=O)c1	3	-4%	17	22µM*	1%
21	CCOC(=O)C(NC(=O)CC)(Nc1sc(C)c(CC)c1C#N)C(F)(F)F (stereo not given)	-8	-3%	-6	27%	10%
22	CCc1cccc(C)c1NC(=O)c1cnn(-c2ccc(F)cc2)c1-n1cccc1	-15	2%	·	5%	0%
23	Cc1ccc(C)c(N2CCN(C(=O)c3cc4ccccn4n3)CC2)c1	5	-1%	14	?	7%
24	COc1cccc(C(=O)NCC(=O)OCC(=O)C(C)(C)C)c1	0	6%	-5	-3%	-1%
25	O=c1c2ccccc2nc(N/N=C/c2ccc(O)cc2)n1O	6	3%	21	-6%	-9%
26	COc1ccc(-n2nc3c(N4CCCC(C(=O)NCc5cccc(F)c5)C4)nnc(C)c3c2C)cc1 (stereo not given)	17	·	·	6%	·
27	COc1cc2cc(CN(Cc3nnnn3Cc3ccccc3)CC3CCCO3)c(=O)[nH]c2cc1OC (stereo not given)	-1	22%	-1	10%	-1%
28	CCCOc1ccc(-c2cc3onc(-c4ccccc4)c3c(=O)n2C)cc1	28	-1%	61	16%	-12%
29	CCc1cccc(OCC(=O)N(C)CC(=O)Nc2cccc(F)c2)c1	-2	-3%	10	?	2%
30	Cc1c(C(=O)NCC2CCCO2)oc2ccccc12 (stereo not given)	-3	-2%	9	19%	0%

nr	GLP1R cytotox	GLP-1R inv ag	PTHR1 agonist	KB-V1 MDR tox
16	-9%	?	-16%	-5%
17	-8%	?	i	0%
18	2%	?	i	-17%
19	-15%	?	i	0%
20	3%	8%	-44%[inhibitor]	0%
21	-2%[1.53 µM]	-19%	i	?
22	2%	?	i	?
23	8%	-29%	i	-7%
24	1%	5%	i	14%
25	-6%	1%	i	-5%
26	-21%	8%	-23%	-20%
27	-4%	35%[activator]	-12%[57.5 µM]	10%
28	24%	-5%	i	11%
29	-2%	?	i	0%
30	-6%	21%	-10%	-13%

Entries above that contain two or more sulfur atoms, in the order listed:
nr	Molecule	DRD3 agonist	GLP-1R agonist	DRD3 antagonist	TDP-43 yeast inh	aSyn rescue
12	CCOCCCn1c(SCC(=O)NCc2ccccc2)nc2c(sc3ccccc32)c1=O	-14	-2%	·	0%	·
16	CC1CCN(C(=S)Nc2ccc(SC(F)F)cc2)CC1	-21	2%	-10	13%	0%

nr	GLP1R cytotox	GLP-1R inv ag	PTHR1 agonist	KB-V1 MDR tox
12	-6%	4%	-1%	0%
16	-9%	?	-16%	-5%

Next section:
nr	Molecule	DRD3 agonist	GLP-1R agonist	DRD3 antagonist	TDP-43 yeast inh	aSyn rescue
31	COC(=O)Cc1cc(=O)n(-c2nc3ccccc3[nH]2)[nH]1	-10	3%	-8	-21%	5%
32	CC1C(=O)Nc2ccccc2N1C(=O)c1ccc(F)cc1 (stereo not given)	-7	7%	22	-12%	2%
33	NC(=O)c1ncn([C@@H]2O[C@H](CNCc3c(OCc4ccccc4F)ccc4ccccc34)[C@@H](O)[C@H]2O)n1	2	-6%	-10	0%	0%
34	CCOc1ccc(N(Cc2cc3ccc(C)cc3[nH]c2=O)S(C)(=O)=O)cc1	28	3%	-14	-20%	-3%
35	COc1ccc(OC)c(NC(=O)COc2coc(CN3CCc4ccccc43)cc2=O)c1	2	3%	9	18%	0%
36	CCN(CC)c1ccc(NC(=O)c2cnc3c(-c4ccccc4)c(C)nn3c2C)c(C)c1	-4	·	·	3%	·
37	CC(NC(=O)c1ccccc1NC(=O)CN1CCc2ccccc2C1)c1ccccc1 (stereo not given)	6	24%	29	6%	4%
38	NC(=S)NNC(=O)c1cc(C(F)(F)F)cc(C(F)(F)F)c1	-14	1%	-28	-14%	-8%
39	O=C1CC(c2ccc(F)cc2F)c2cc3c(cc2N1)OCO3 (stereo not given)	7	0%	·	-4%	·
40	CCOC(=O)c1ccc2ncc(C(=O)OCC)c(NCCN(C)C)c2c1	0	3%	-29	23%	-3%
41	CC(C)CCNC(=O)CSc1nc2ccsc2c(=O)n1NC(=O)c1ccccc1	28	-2%	-9	15%	-15%

nr	GLP1R cytotox	GLP-1R inv ag	PTHR1 agonist	KB-V1 MDR tox
31	3%	0%	22%	0%
32	-10%	19%	i	-12%
33	1%	6%	12%	0%
34	-24%	3%	i	-20%
35	-13%	-17%	-38%[inhibitor]	-49%
36	1%	3%	-29%	-14%
37	-2%	?	-2%	18µM*
38	4%	11%	i	2%
39	4%	11%	-31%[inhibitor]	0%
40	8%	7%	-10%	-5%
41	4%	7%	i	-22%

3 entries out of the list, ordered by molar mass, smallest number first.
nr	Molecule	DRD3 agonist	GLP-1R agonist	DRD3 antagonist	TDP-43 yeast inh	aSyn rescue
38	NC(=S)NNC(=O)c1cc(C(F)(F)F)cc(C(F)(F)F)c1	-14	1%	-28	-14%	-8%
37	CC(NC(=O)c1ccccc1NC(=O)CN1CCc2ccccc2C1)c1ccccc1 (stereo not given)	6	24%	29	6%	4%
35	COc1ccc(OC)c(NC(=O)COc2coc(CN3CCc4ccccc43)cc2=O)c1	2	3%	9	18%	0%

nr	GLP1R cytotox	GLP-1R inv ag	PTHR1 agonist	KB-V1 MDR tox
38	4%	11%	i	2%
37	-2%	?	-2%	18µM*
35	-13%	-17%	-38%[inhibitor]	-49%
